B2AR arrestin: qHTS assay of beta-arrestin-biased ligands of beta2-adrenergic receptor; Potency, µM (top dose mostly 46.1 µM), for inactives: at the top dose activation, actives largely listed as activators; actives 0.02% (n = 330,000); Beta-2 adrenergic receptor (Homo sapiens), P07550; AID 492947, 2010; beta-arrestin recruitment to beta2AR, cell-based reporter;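 further: potency means the concentration at half of the fitted maximal effect; 0% = DMSO controls and full agonism = EC100 isoproterenol or metaproterenol; nearly all actives have a fitted effect of over 65% in size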
BRCA1 expr up: qHTS Assay to Identify Small Molecule Activators of BRCA1 Expression; Potency, µM (titrated, usually from 46.1 µM), for the others: at the top dose activation, usual class: activators; MCF7-BRCA1-FFLuc reporter, luminescence, 48 h; response scale: scaled: vehicle 0%, 10 µM genistein 100%; actives 1.1% (n = 380,000); further: potency means the concentration at half of the fitted maximal effect; nearly all actives have a fitted effect of over 80% in size; some results filed as inactive show a strong effect at the top dose
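First, MCF7-BRCA1-FFLuc cells (2000/well) attach for 2 h; next, compounds are pin-added and incubated 48 h at 37 °C; finally, luciferase reagent is added and luminescence read after 15 min.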
CXXC DNA block: qHTS Fluorescence Polarization Assay for Inhibitors of MLL CXXC domain - DNA interaction; actives 0.037% (n = 290,000); Potency, µM (highest dose often 115 µM), for inactives: at the top dose activity change, negative = inhibition, usual class: inhibitors; MLL-CXXC / FITC-HOXA9 DNA fluorescence polarization; Histone-lysine N-methyltransferase 2A (Homo sapiens), Q03164; active means well fitted inhibition curve with a large enough effect in the polarisation, with a control signal flat, not every such curve was filed as active; inconclusive means small, poorly fitted or top-dose-only effect, or effect the other way, or a change in a side signal; inactive means no such curve, though single readings can be large or run the other way; the % refers to the polarisation; further: potency means the concentration at half of the fitted maximal effect
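Steps: dispense CXXC domain solution (7 uM) → pin compounds or unlabeled HOX-A9 DNA control → 5 min ambient → add FLSN-HOX-A9 solution (50 nM) → spin → 30 min ambient → fluorescence polarization. Tris pH 7.5/NaCl/DTT/BSA buffer.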
TCR activator: Activators of T cell receptors: qHTS campaign; 330,000 tested, under 10 active; primary human leukocytes, anti-CD3, IL-2 HTRF, 48 h; Potency, µM (titrated, usually from 9.22 µM), inactives show at the top dose activation of IL-2 secretion, hits mostly activators; further: % of control where 0% means no effect
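Using a-CD3 beads without co-stimulation, primary human leukocytes were exposed to compounds for 48 hr. An HTRF IL-2 kit measured the cytokine, with europium-to-d2 energy transfer producing emission at 665nm upon 320nm excitation.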
ELG1 repair inh: qHTS screen for small molecules that inhibit ELG1-dependent DNA repair in human embryonic kidney (HEK293T) cells expressing luciferase-tagged ELG1 | AID 504467, 2011 | HEK293T ELG1-luciferase reporter, luminescence, 16 h; DNA damage induced by 5-fluorouridine | Potency, µM (top dose mostly 46.1 µM), for the others: at the top dose activity change, negative = inhibition, most hits filed as inhibitors | actives 2.3% (n = 330,000); further: potency means the concentration at half of the fitted maximal effect; on the % scale 0 is the no-effect control and ±100 the full control effect; nearly all actives have a fitted effect of over 55% in size
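Quantitative HTS, concentration-response format. 2,000 cells/well co-treated with 5-fluorouridine and compound, 16 hr in 5% CO2 at 37 °C; ONE-Glo luminescence read after 30 min.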
p53 reactivator: qHTS assay for re-activators of p53 using a Luc reporter. H1299 p53-A138V BP100-luciferase reporter, luminescence, 24 h. Potency, µM (series often up to 92.2 µM), for the others: at the top dose activity change, positive = activation, hits mostly activators. actives 0.063% (n = 320,000). AID 504706, 2011; further: potency means the concentration at half of the fitted maximal effect; % of control where 0% means no effect; nearly all actives have a fitted effect of over 45% in size
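p53-null H1299 cells stably carrying temperature-sensitive p53-A138V and a BP100-luciferase reporter were pinned with compounds (4-point, 1:5 series) and held 24 hrs at 37 deg C. Luminescence was read 10 min after detection reagent.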
TSG101-PTAP inh: qHTS Assay for Iinhibitors of HIV-1 Budding by Blocking the Interaction of PTAP/TSG101. 340,000 tested, under 10 active. AID 493005, 2010. Fluorescence polarization, FITC-PTAP peptide / Tsg101 binding. Tumor susceptibility gene 101 protein (Homo sapiens), Q99816. Potency, µM (doses to about 115 µM), inactives show at the top dose activity change, negative = inhibition, usual class: inhibitors; active means well fitted inhibition curve with a large enough effect in the main read-out, with a control signal flat, not every such curve was filed as active; inconclusive means small, poorly fitted or top-dose-only effect, or effect the other way, or a change in a side signal; inactive means no such curve, though single readings can be large or run the other way; further: potency means the concentration at half of the fitted maximal effect; % of control where 0% means no effect
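FP read-out: FITC-PTAP peptide, 50 nM final, binding Tsg101 binding domain, 10 uM final; 20 min, r.t.; 10 mM HEPES pH 7.5, 0.15 M NaCl, 0.01% Tween 20, 3 mM EDTA, 0.1 mM TCEP.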
TRPV1 agonist: HTS Assay for Compounds that Act as Agonists of the Vanilloid Receptor 1; AID 540275, 2011; actives 0.19% (n = 320,000); Transient receptor potential cation channel subfamily V member 1 (Homo sapiens), Q8NER1; TRPV1-expressing cells, Fluo-8 calcium influx, agonist mode; activation, % at 8.33 µM; in the data active means activation above about 80%; inconclusive means between about 30% and that limit; further: 0% is about no effect
Target sequence (Q8NER1 whole entry, looked up): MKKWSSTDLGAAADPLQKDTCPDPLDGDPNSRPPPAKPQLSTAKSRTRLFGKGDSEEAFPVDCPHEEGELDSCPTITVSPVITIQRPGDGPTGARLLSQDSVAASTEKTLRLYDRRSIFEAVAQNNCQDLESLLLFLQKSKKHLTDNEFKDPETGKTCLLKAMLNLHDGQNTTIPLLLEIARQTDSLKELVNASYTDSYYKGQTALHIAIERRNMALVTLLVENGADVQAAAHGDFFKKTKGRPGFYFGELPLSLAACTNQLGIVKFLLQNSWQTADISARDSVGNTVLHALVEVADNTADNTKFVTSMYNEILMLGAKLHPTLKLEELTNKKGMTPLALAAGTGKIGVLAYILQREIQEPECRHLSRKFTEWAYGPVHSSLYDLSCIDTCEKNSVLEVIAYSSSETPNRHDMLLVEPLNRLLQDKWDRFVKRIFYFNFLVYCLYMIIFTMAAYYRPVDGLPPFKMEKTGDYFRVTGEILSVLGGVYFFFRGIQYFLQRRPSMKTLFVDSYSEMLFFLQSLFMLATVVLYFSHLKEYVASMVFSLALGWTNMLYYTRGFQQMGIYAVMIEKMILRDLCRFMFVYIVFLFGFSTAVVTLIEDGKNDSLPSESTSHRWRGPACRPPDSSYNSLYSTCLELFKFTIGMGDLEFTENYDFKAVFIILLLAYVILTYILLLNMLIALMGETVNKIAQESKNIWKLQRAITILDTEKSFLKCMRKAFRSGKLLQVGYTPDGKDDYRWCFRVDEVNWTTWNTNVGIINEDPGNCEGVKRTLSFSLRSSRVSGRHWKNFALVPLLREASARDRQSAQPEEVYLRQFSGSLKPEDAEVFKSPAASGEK
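TRPV1-expressing cells were cultured overnight at 35.5C and loaded with Fluo-8 calcium dye for 40 to 90 min at room temperature. After a 10 s baseline, compound was added and calcium influx was read kinetically for 3 min (ex 480/em 520 nm).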
a7 integrin act: qHTS for Activators of Integrin-Mediated Alleviation for Muscular Dystrophy; alpha7betagal myoblasts, beta-gal FDG fluorescence, 48 h; actives 0.064% (n = 350,000); Potency, µM (doses to about 38.3 µM), inactives show at the top dose activation, hits mostly activators;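 further: potency means the concentration at half of the fitted maximal effect; 100% = response of the positive control SU9516; nearly all actives have a fitted effect of over 60% in size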
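alpha7betagal+/- myoblasts (passage 13, 250/well) treated 48 h at 37C with compounds at 1:260 dilution of DMSO stock. Lysed, then beta-galactosidase activity read as FDG fluorescence (ex 480/em 540) after 30 min, with pre-read for autofluorescence.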
AT treatment: qHTS Assay for Identifying a Potential Treatment of Ataxia-Telangiectasia; […] A-T fibroblasts, KAP-1 phosphorylation AlphaLISA; neocarzinostatin DNA damage 30 min before lysis; Potency, µM (top dose mostly 57.5 µM), without a hit: at the top dose activation, usual class: activators; actives 0.19% (n = 320,000); further: potency means the concentration at half of the fitted maximal effect; % of control where 0% means no effect; nearly all actives have a fitted effect of over 45% in size
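hTERT-immortalized A-T patient fibroblasts ([…]), 500 cells/well in OPTI-MEM, 1% FBS, got compounds for 60 min, then NCS for 30 min at 37C. Lysates were then assayed for phospho-KAP-1 by AlphaLISA (anti-pKAP1 donor, anti-KAP1 acceptor beads), 6 hr at 25C.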
* hit, by the source's call; ? = inconclusive; . = no result given; [ ] = remark or other dose. Unless noted, the call rests on the fitted dose curve; in most records, active means well fitted curve in the direction sought with a large enough effect; inconclusive means small, poorly fitted or top-dose-only effect, or another doubt; inactive means no such curve, though single readings can be large; an effect the other way counts as inactive or inconclusive.

Values run as follows: TCR activator | AT treatment | CXXC DNA block | ELG1 repair inh | B2AR arrestin | TSG101-PTAP inh | TRPV1 agonist | a7 integrin act | BRCA1 expr up | p53 reactivator
- COc1ccccc1NC(=O)c1c(Nc2ccccc2C)sc(C(=O)Nc2cccc(Cl)c2)c1N
  -8%[46.1 µM] | 8% | -2% | 1% | -0.1% | -5% | 0 | -21% | -81% | 18%
- CCOc1cc(/C=N/NC(=O)C2CCCC2)ccc1OC(C)C
  -6% | -6% | 22% | 7% | 0.2% | 0% | 2 | 0% | 13% | -4%
- Cc1cccc(CS(=O)(=O)Cc2ccc(C(=O)NC3CCCC3)o2)c1
  2% | 0% | 8% | 2% | -0.1% | -5% | 6 | 23% | -41% | -6%
- O=C(Oc1ccc(C(=S)N2CCOCC2)cc1Br)c1cc(Cl)ccc1Cl
  -2% | 3% | 22% | 1% | -0.6% | -6% | 1 | -22% | 10% | -6%
- CC(C)c1ccc(O)c(NC(=O)c2ncn[nH]2)c1
  5% | -1% | 5% | 24% | -1.3% | -7% | -4 | -4% | -33% | -2%
- CCOC(=O)Nc1ccc2c(c1)C(=NO)c1ccccc1-2
  -1% | . | . | . | . | -3% | . | 3% | -8% | .
- CS(=O)(=O)N1CCC(C(=O)Nc2ccc(Br)cc2F)CC1
  -3% | 0% | 12% | -1% | -0.1% | -7% | 1 | 14% | 0% | -12%
- Cc1ccccc1C(=O)NN(C)c1nc2ccccc2nc1C(F)(F)F
  2% | -3% | 25% | 8% | -0.1% | -4% | -1 | 10% | 1% | 0%
- Cc1ccc(C(=O)N/N=C\c2ccccc2[N+](=O)[O-])cn1
  -2% | 1% | 15% | ? | -0.3% | -11% | -8 | -19% | 4.5µM* | 19%
- O=[N+]([O-])c1ccc(C(=Nc2cccc3ccccc23)N2CCOCC2)cc1
  3% | -9% | 5% | 4% | -0.4% | 0% | 8 | 2% | -38% | 6%
- COc1ccccc1C1C(C(N)=O)=C(C)Nc2ncnn21 (configuration not stated)
  -4% | -4% | -1% | 3% | 0.4% | -1% | -1 | 7% | -4% | 7%
- COc1ccc(CCNC(=O)C2CCCN2C(=O)Nc2ccc(F)cc2)cc1OC (configuration not stated)
  . | 3% | 2% | -6% | 0.0% | 0% | 3 | -6% | 1% | .
- Cc1ccc(Cn2nnc3c(=O)[nH]c(C4CCCN(S(=O)(=O)c5ccc(F)cc5)C4)nc32)cc1 (configuration not stated)
  -4% | -1% | 1% | -5% | 0.3% | 0% | 4 | -4% | -49% | 0%
- COc1cccc(C(=O)CN2C(=O)C(C)(C)Oc3ccc(C(=O)N4CCCCCC4)cc32)c1
  0% | -11% | -6% | ? | -0.1% | 0% | 2 | 16% | -15% | -26%
- CC(C)(C)NC(=O)CN1CCC(O)(c2ccccc2)CC1
  -1% | 6% | 6% | 2% | -1.1% | -6% | 0 | 3% | 18% | 1%
- Cc1ccc(C(=O)NCCc2ccccc2)cc1S(=O)(=O)N1CCOCC1
  -5% | 1% | . | ? | -0.2% | -7% | ? | -3% | 11µM* | ?
- Cc1ccc(/C=N/NC(=O)CNC(=O)COc2ccccc2)o1
  4%[46.1 µM] | 1% | -4% | -3% | -0.5% | 0% | 1 | -14% | 13% | -13%
- Cc1nn(C)cc1C(C)NC(=O)c1cc(COc2c(F)cccc2F)on1 (configuration not stated)
  3% | 3% | -4% | 1% | -1.4% | 1% | 25 | 5% | -1% | -2%
- O=c1[nH]cccc1-c1nc2ccccc2[nH]1
  -10% | 16% | -1% | ? | -0.3% | -6% | 1 | 13% | 8.9µM* | 16%
- Cc1ccc(NC(=O)CS(=O)CC(=O)NCC2CCCO2)cc1 (configuration not stated)
  . | 4% | 1% | 15% | 0.2% | -4% | -3 | 14% | 8% | -3%

3 entries already listed, arranged by the value under BRCA1 expr up, low to high.
canonical_smiles,TCR activator,CXXC DNA block,B2AR arrestin,TSG101-PTAP inh,TRPV1 agonist,a7 integrin act,BRCA1 expr up,p53 reactivator
Cc1ccc(C(=O)N/N=C\c2ccccc2[N+](=O)[O-])cn1,-2%,15%,-0.3%,-11%,-8,-19%,4.5µM*,19%
O=c1[nH]cccc1-c1nc2ccccc2[nH]1,-10%,-1%,-0.3%,-6%,1,13%,8.9µM*,16%
Cc1ccc(C(=O)NCCc2ccccc2)cc1S(=O)(=O)N1CCOCC1,-5%,.,-0.2%,-7%,?,-3%,11µM*,?

The listing continues.
Values run as follows: TCR activator | AT treatment | CXXC DNA block | ELG1 repair inh | B2AR arrestin | TSG101-PTAP inh | TRPV1 agonist | a7 integrin act | BRCA1 expr up | p53 reactivator
- COc1ccc(CN(C(=O)CN2C(=O)c3ccccc3S2(=O)=O)C(C(=O)NCC2CCCO2)c2ccco2)cc1 (configuration not stated)
  7% | 8% | 9% | 5% | 0.0% | 1% | 2 | 18% | -18% | 4%
- COc1ccc(NS(=O)(=O)c2cccc(C(=O)NCCCN3CCCC3=O)c2)cc1
  1% | 1% | . | 11% | 0.4% | -3% | 6 | 14% | -5% | 3%
- O=C(Cn1nc(Cc2ccncc2)c2ccccc2c1=O)N1CCc2ccccc2C1
  -11% | -1% | 1% | -8% | -0.2% | 1% | 1 | 20% | 4% | 7%
- COc1cc(C(C)=O)ccc1OCC(=O)Nc1ccccc1N1CCCCC1
  1% | 7% | . | 5.2µM* | 0.1% | -1% | ? | -41% | -65% | -5%
- Cc1cccc(OC(=O)c2cccnc2)c1
  . | -5% | 3% | 0% | 0.4% | 2% | 4 | -5% | -22% | 12%
- C=CCc1ccccc1OCC(O)CNC (configuration not stated)
  -2% | 0% | 1% | 0% | 0.2% | -7% | . | -19% | -6% | -6%
- Cc1ccc(S(=O)(=O)Nc2ccccc2C(=O)N2CCN(C)CC2)cc1
  3% | -1% | 4% | 7% | 0.1% | -2% | -2 | -7% | -1% | 13%
- COc1ccccc1/C=C1\SC(=O)N(CCC(=O)N(C)C2CCS(=O)(=O)C2)C1=O (configuration not stated)
  0% | -13% | 10% | -1% | 0.3% | 0% | 20 | -4% | 78% | 6%
- Cc1nnc(Sc2cc(NCCCO)c([N+](=O)[O-])c3nonc23)s1
  -13% | -17% | -2% | 12% | 0.0% | 0% | -3 | -65%[inhibitor] | 6% | -8%
- Cc1nc2nc(C)c(NS(=O)(=O)c3ccc(C(C)(C)C)cc3)c(=O)n2[nH]1
  3% | 1% | 30%[activator] | 6% | -0.2% | -2% | -2 | -4% | 2% | 0%
- CCCN1CCC(NC(=O)Nc2ccc(Br)cc2)CC1
  -3% | -2% | 1% | 14% | -0.5% | -2% | -5 | -71%[inhibitor] | 28% | 2%
- COc1ccc(CCn2nnnc2C(C(C)C)N2CCC(C(N)=O)CC2)cc1OC (configuration not stated)
  4% | -9% | -7% | 5% | 0.7% | -8% | -2 | 11% | -5% | 1%
- CC(NC(=O)C12CC3CC(C)(CC(C)(C3)C1)C2)c1ccncc1 (configuration not stated)
  . | -6% | 0% | -2% | -1.2% | 0% | 12 | 30% | 0% | .
- CCCn1c(N2CCC(Cc3ccccc3)CC2)nc2c1c(=O)[nH]c(=O)n2C
  11% | 6% | -2% | ? | -0.3% | -1% | 10 | -1% | -50% | -10%
- Cc1ccc(-n2c(C)cc(/C=N\NC(=O)CC(=O)NC(C)C)c2C)cc1
  2%[46.1 µM] | -4% | 12% | 3% | -0.3% | -2% | -2 | 0% | -31% | 0%
- COC(=O)c1ccccc1S(=O)(=O)N1CCC(C(=O)OC(C)C(=O)NC(N)=O)CC1 (configuration not stated)
  1% | 2% | 6% | 1% | -0.1% | -2% | 0 | 10% | 2% | 4%
- COc1ccc(CSc2nc(C)cc(C)c2S(C)(=O)=O)cc1
  1% | -2% | 13% | ? | -0.3% | -6% | 13 | -4% | -25% | 0%
- O=C(O)c1ccc(/C=N/Nc2ccc(C(F)(F)F)cn2)cc1
  3% | 0% | 3% | ? | 0.1% | -7% | -4 | -23% | ? | -2%
- CCc1ccccc1N(CC(=O)O)S(C)(=O)=O
  -1% | -6% | -7% | 3% | -0.2% | -7% | -1 | -6% | 3% | 1%
- COc1ccc(-c2ccc3c(c2)[C@@H]2C[C@H](N(C)C(=O)C(C)(C)C)[C@H]([C@H](C)O)C(=O)N2CC3)cc1
  -6% | . | . | . | . | -2% | . | 14% | -13% | .
- COc1ccc(C)cc1NS(=O)(=O)c1cc(C)ccc1C
  0% | 0% | 16% | -15% | 0.2% | -8% | 5 | 0% | 2% | -2%
